eIF4E-4G inh – eIF4E–eIF4G protein interaction inhibitors, primary screen, biochemical, uHTS, TR-FRET, eIF4GI fragment | inhibition, % at 21.7 µM | TR-FRET eIF4E-eIF4GI(517-606) binding, 2 h | Eukaryotic translation initiation factor 4E (Mus musculus) + Eukaryotic translation … | 0.37% of 220,000 active;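 active means inhibition above about 30%, limit read from the data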;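 further: 0% = full FRET control wells and 100% = background wells lacking eIF4GI fragment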
MDM2 E3 inh – MDM2-luciferase reporter signal enhancers, primary screen, MDM2 E3 ligase inhibitor project, cell-based, luminescence, 1536-well. E3 ubiquitin-protein ligase Mdm2 (Homo sapiens), Q00987. cell-based MDM2 ubiquitination luciferase reporter, 2 h; 0 = plate control, 100 = twice control, blank-subtracted. signal enhancement, % at 5 µM. 0.11% of 210,000 active;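 active means signal enhancement of 30% or more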;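 further: luminescence tracks abundance of the self-degrading MDM2-luciferase fusion protein; higher signal means inhibition of MDM2 E3 ligase activity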
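System: stable MDM2–luciferase fusion reporter cells / Input: 2000 cells seeded into each well / Schedule: 4 h settle plus 2 h compound, 37 °C / Compound: single-point 5 µM / Buffer or medium: cells held in DMEM / Benchmarks: control and blank well means / Evaluation: percent signal gain over controls, blank-subtracted / Measured by: luciferase luminescence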
KCC2 mod – KCC2 cotransporter modulators, thallium flux, primary screen, cell-based, HEK293 KCC2, FluoZin-2 fluorescence, MLSMR. Solute carrier family 12 member 5 (Homo sapiens), Q9H2X9. KCC2 cells, thallium flux FluoZin-2 fluorescence. B-score of Tl+ flux slope (higher = more flux/activation; lower = inhibition) at 10 µM. 2.2% of 190,000 active. AID 1456, 2008;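 active means thallium flux slope and its plate-corrected score both differing from the plate sample mean at a set confidence after two filtering rounds, in either direction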;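 further: slope of fluorescence scaled to starting intensity during 10 to 20 s after thallium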
EBV gp42 block – Epstein-Barr virus gp42 inhibitors, primary screen, biochemical, uHTS, fluorescence polarization | Glycoprotein 42 (Epstein-Barr virus (strain AG876)), Q1HVG2 | 0.42% of 220,000 active | Fluorescence polarization binding assay, mP read-out | inhibition, % (tested at 21.74 µM); in the data active means inhibition above about 50%
TNF necrop inh – inhibitors of TNF-alpha triggered necroptosis, primary screen, cell-based, Jurkat FADD-/-, single concentration; Jurkat FADD-/- TNF necroptosis rescue, ATP luminescence, 24 h; 0 = TNF only, 100 = no-TNF cells; activation (protection from cell death), % at 10 µM; 0.068% of 220,000 active;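 active means activation, meaning protection from cell death, of at least 50% relative to plate controls; inactive means activation below 50%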;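 further: necroptosis triggered by 40 ng/mL TNF-alpha added together with compound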
m-calpain inh – inhibitors of pig calpain II, primary screen, biochemical, fluorogenic peptide substrate, 1536-well; purified calpain II, 30 min; AID 1236, 2008; inhibition, % at 16 µM; 0.37% of 220,000 active;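 active means inhibition above about 50%, limit read from the data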
PERK inhibitor – block of dimerizer-induced PERK translation repression, primary screen, PERK inhibitor project, CHO PERK-DD cells, SEAP luminescence, HTS; Eukaryotic translation initiation factor 2-alpha kinase 3 (Homo sapiens), Q9NZJ5; CHO PERK-DD fusion, SEAP luminescence translation reporter; inhibition, % at 5.6 µM; 0.17% of 220,000 active;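 active means inhibition above the mean inhibition of all tested compounds plus 3 SD, set separately per screening campaign, cut at about 2.9% in these data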;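 further: PERK kinase domain activated by AP20187 dimerizer at 100 nM; 0% = DMSO with dimerizer and 100% = rapamycin at 8.4 µM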
L929 necroptosis – inhibitors of zVAD-triggered necroptosis, primary screen, L929 cells. L929 zVAD necroptosis rescue, ATP luminescence, 24 h; with zVAD 60 µM. viability rescue, % at 10 µM. 0.38% of 220,000 active;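 active means activation, scaled between plate controls, above about 75%, limit read from the data; inactive means activation under that limit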;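 further: 0% = zVAD with DMSO and 100% = DMSO alone without zVAD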
Rad51 HR inh – human RAD51 strand exchange inhibitors, primary screen, biochemical, fluorescence. DNA repair protein RAD51 homolog 1 (Homo sapiens), Q06609. hRad51 DNA strand exchange, fluorescence dequenching. inhibition, % at 10 µM. 0.085% of 200,000 active. AID 1385, 2008;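 active means inhibition above 40% at the single screening dose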;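 further: 0% = DMSO control wells and 100% = blanks with heterologous ssDNA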
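Assay system: Human Rad51 nucleoprotein filaments preassembled on unlabelled ssDNA | Reagent: Donor/quencher-labelled 47-bp dsDNA substrate | Doses: One concentration, 10 µM final | Times: 37 °C 15-min filament assembly, 30-min compound preincubation, 15-min exchange | Technique: Fluorescein emission 520 nm, excitation 485 nm | Benchmarks: Plate control and blank wells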
Numbers without * were called inactive; i = inactive; . = not tested or not shown; [ ] = dose if it differs, or a comment.

Compound,eIF4E-4G inh,MDM2 E3 inh,KCC2 mod,EBV gp42 block,TNF necrop inh,m-calpain inh,PERK inhibitor,L929 necroptosis,Rad51 HR inh
N#C/C(=C/c1ccc(N2CCCCC2)cc1)c1cccc(F)c1,18,-5,-0.046,-16,4.3,5,0.5,2.1,-6
O=c1[nH]c2cc3c(cc2cc1CN(CCO)S(=O)(=O)c1ccccc1)OCCO3,0,-13,0.32,1,-5.4,-53,-0.3,0.1,-4
CS(=O)(=O)N(CC(=O)N1CCN(c2ccccc2)CC1)Cc1ccc(Cl)cc1,5,-15,0.55,-4,-1.4,-18,-1.9,-0.7,-2
O=C1OC(c2ccccc2)=N/C1=C\C=C\c1ccccc1[N+](=O)[O-],5[fluorescence artefact?],15,0.31,-6,1.5,-40,0.4,0.7,-2
Cn1ncc(C#N)c1NC(=O)C1CC(c2c(F)cccc2Cl)=NO1 (centres undefined),1,-5,-0.82,-13,-1.0,-1,0.5,0.0,4
Cc1ccc(OCC(=O)NNC(=O)C2CCN(c3ncccn3)CC2)cc1,11,-10,.,-9,-2.3,-45,0.4,0.2,-4
N#Cc1ccccc1Cn1c(=O)n(C2CCCC2)c(=O)c2ccccc21,3,-7,-1,8,-0.6,18,-1.3,-2.0,6
Cc1ccc(C)c(C(=O)NCc2ccncc2)c1,2,-3,1.5,-5,-1.7,13,0.3,0.6,-3
Cc1cc(NC(=O)c2noc3c2CCCC3)n(-c2ccccc2)n1,0,-9,-0.11,-3,2.0,8,0.2,2.4,-3
CCCC(=O)NC(c1cccs1)c1cc(Cl)c2cccnc2c1O (centres undefined),2,-11,.,6,-13,-19,1.4,6.7,.
O=C(Cc1cccc2ccccc12)Nc1ccc2oc(-c3ccccc3)nc2c1,6,-32,.,-4,0.7,-21,0.0,0.5,-2
Oc1cccc(NC(=S)Nc2cccnc2)c1,-2,-6,1.4,-18,1.7,-6,1.1,0.6,3
CC(=O)N1Cc2cc([N+](=O)[O-])ccc2Oc2ccccc21,7,-10,-0.032,3,0.0,15,0.4,0.3,14
COc1ccc(NC(=O)Nc2ccc3c(c2)N(C)C(=O)CS3)cc1OC,0,1,-1.3,2,-4.4,-29,0.7,6.0,-4
S=c1[nH]nc(-c2cccs2)n1/N=C/c1c(Cl)cccc1Cl,5,-13,34*,4,0.4,-7,-0.2,-1.6,-24
CCN(CC)S(=O)(=O)c1ccc(N2CCCC2)c(NC(=O)Cc2ccccc2)c1,-9,.,-0.96,-21,-0.1,-5,0.4,-1.2,3
CCOC(CNC(=O)c1cccc([N+](=O)[O-])c1)OCC,-7,.,.,-17,0.8,-14,1.9,-1.4,18
CCc1cccc(C)c1NC(=O)N(C)C1CCCCC1,-6,-3,0.56,-14,-0.2,21,0.2,-0.8,-12
Cc1ccc(N=C2NC(=O)/C(=C/c3cccn3C)S2)cc1,-4,-3,-0.49,-15,-12,-11,-1.1,2.6,-41
CN1CCN(C(=O)c2ccccc2-c2nc(-c3ccc(Cl)cc3)no2)CC1,-3,1,0.22,-10,-3.1,-4,-1.4,-0.2,9
CCCC(=O)Nc1nnc(SCC(=O)NCc2ccc3c(c2)OCO3)s1,-3,-21,0.37,-1,0.6,23,0.1,-0.7,-7
CCN(CCn1cccn1)C(=O)CCc1nnc(C2CCCCC2)o1,-1,-8,0.62,-3,0.8,-12,-0.6,-0.7,.
C=CCN(CC=C)S(=O)(=O)c1ccc(NC(=S)NC(=O)/C=C/c2cccc3ccccc23)cc1,2,-3,-0.44,-21,-0.3,-110,1.0,-0.4,-3
CC(C)(C)NC(=O)CN1CCC(O)(c2ccccc2)CC1,-5,-18,-0.87,-5,-2.6,-10,0.5,0.2,1
O=C(NCC1CCCO1)c1nc2c(nnn2Cc2ccccc2Cl)c(=O)[nH]1 (centres undefined),-1[fluorescence artefact?],.,1.1,-9,-1.7,19,0.0,-0.6,-3
C=CCOC(=O)C1=C[C@@H](c2ccc(Br)cc2)C[C@@H](OCc2ccc(CO)cc2)O1,1,.,-0.099,-4,1.2,8,1.4,0.0,0
CC(/C=N/NC(=O)c1cnccn1)=C\c1ccco1,5,-11,1.1,-10,-1.0,-5,1.8,-0.2,-5
O=C(CSCc1cccc(CSCC(=O)Nc2ccccc2)n1)Nc1ccccc1,-2[fluorescence artefact?],-13,-2,-8,0.7,-26,-0.2,-0.5,5
CCCCN(CCCC)C(=S)N/N=C/c1c(C)[nH]n(-c2ccccc2)c1=O,-10,-14,23*,-7,-23,16,-0.2,24,-13
Cc1ccc(NC(=S)N2CCCC(O)C2)cc1 (centres undefined),-2,-11,1,4,-1.0,20,0.6,-1.6,-6
CCNc1nc(NCC)nc(N/N=C/c2ccc(OC)cc2)n1,1,-1,-0.67,-16,26,-18,1.0,1.0,.
CC(=O)Nc1cccc(C(=O)Oc2cccc(C)c2)c1O,-4,-4,0.06,0,-1.3,-140,0.7,1.2,0
CCCCCn1c(SCc2ccncc2)nc2cc(C(=O)NCc3ccco3)ccc2c1=O,3,4,.,-19,-0.2,-2,-1.2,0.0,8
N#Cc1cccc(OCC(=O)NC(=O)NCc2ccccc2)c1,0,-3,0.97,-6,1.0,-20,-0.1,2.4,-6
CCC(C)n1ncn(-c2ccc(N3CCN(c4ccc(O)cc4)CC3)cc2)c1=O (centres undefined),0,2,1.5,-18,1.1,-9,0.5,1.2,.
O=C1CC(C(=O)N2CCN(c3ccc(F)cc3)CC2)CN1CCc1ccccc1 (centres undefined),-3,-4,.,-2,-0.1,-16,-1.1,0.2,1
CCc1n[nH]c(=S)n1/N=C/c1ccccc1OCc1ccc(Cl)cc1,2,-12,1.6,1,-1.3,30,1.0,2.3,0
CC(C)=CCc1c(O)ccc2c1OC(c1ccc(O)c(O)c1)CC2=O (centres undefined),3,-19,-1.5,-7,-0.7,3,1.1,11,2
O=C(Cn1nc(C(F)(F)F)cc1C1CC1)NCc1ccccc1F,9,6,-1.9,4,0.9,-1,1.3,1.6,6
O=C(COC(=O)c1ccco1)NCc1ccc(Cl)cc1,-1,-11,1.5,-14,0.7,-26,2.2,2.8,9
O=C(NNC(=S)Nc1ccc(OC(F)F)cc1)c1cc2c(s1)CCCC2,-9,-2,0.42,-17,2.7,-17,1.0,1.6,6
NC(=O)C1CCN(C(=O)c2ccc3c(=O)n(Cc4ccco4)c(SCC(=O)c4ccccc4)nc3c2)CC1,-3,-12,0.33,-17,0.5,-46,0.2,0.3,4
O=C(Nc1nnc(SCc2ccc(Cl)cc2)s1)C1CC(=O)N(Cc2ccccc2)C1 (centres undefined),1[fluorescence artefact?],2,-0.39,5,0.9,30,0.9,-0.5,9
C/C(=N/NC(=O)CNc1ccc(Cl)cc1C)c1ccc(C)cc1,2,-4,1.7,-15,-1.2,0,0.2,2.0,-2
Cc1ccc2cc3c(NC(=O)CC(C)C)nn(C)c3nc2c1,-15[fluorescence artefact?],-18,0.25,-24,0.7,-220,-1.5,61,-3
CC(C)CCn1c(CN2CCOCC2)nc2c1c(=O)n(C)c(=O)n2C,0,-27,0.062,2,-0.4,-1,0.1,-0.9,-4
Cn1ncc2c(NNC(=O)Cc3cccc4ccccc34)ncnc21,0,0,0.64,-27,1.9,3,-0.6,0.6,-9
CC(=O)NC1(c2ccccc2)CCN(c2nc(C)cc(C)n2)CC1,-13,10,-0.08,-8,-0.4,-1,0.3,1.7,-2
C=C(C)C(=O)N1CC2(CC(c3cccc(NC(=O)/C=C\C=C/C)c3)=NO2)C[C@H]1C(N)=O (some centres undefined),-1,-8,1.4,0,0.8,-27,.,0.0,-4
O=C(CCS(=O)(=O)c1ccccc1)Nc1nc(-c2ccccn2)cs1,.,.,-1.6,.,-2.0,.,0.2,33,2
CCN1/C(=C\C=C(C(C)=O)C(C)=O)Sc2ccccc21,-3,0,i,-289,-1.4,5,0.2,44,-323
CC(C)COc1ccc(C(=O)N(Cc2ccco2)C2CCS(=O)(=O)C2)cc1 (centres undefined),6[fluorescence artefact?],-15,-0.5,-7,-1.6,-11,-0.8,0.8,4

Four successive compounds out of the list so far:
Compound,eIF4E-4G inh,MDM2 E3 inh,KCC2 mod,EBV gp42 block,TNF necrop inh,m-calpain inh,PERK inhibitor,L929 necroptosis,Rad51 HR inh
Cc1ccc2cc3c(NC(=O)CC(C)C)nn(C)c3nc2c1,-15[fluorescence artefact?],-18,0.25,-24,0.7,-220,-1.5,61,-3
CC(C)CCn1c(CN2CCOCC2)nc2c1c(=O)n(C)c(=O)n2C,0,-27,0.062,2,-0.4,-1,0.1,-0.9,-4
Cn1ncc2c(NNC(=O)Cc3cccc4ccccc34)ncnc21,0,0,0.64,-27,1.9,3,-0.6,0.6,-9
CC(=O)NC1(c2ccccc2)CCN(c2nc(C)cc(C)n2)CC1,-13,10,-0.08,-8,-0.4,-1,0.3,1.7,-2

Screens (PubChem BioAssay)
